# Screening data from PubChem.
# Pin1 inh: inhibitors of human Pin1. Q13526. Pin1 FP peptide displacement, HiFluor488, 10 min. Potency, µM (doses to about 115 µM), inactives show at the top dose activity, negative = inhibition, usual class: inhibitors. 0.009% of 390,000 active. AID 504891; active means well fitted inhibition curve with a large enough effect in the polarisation, with a control signal flat, not every such curve was filed as active; inconclusive means small, poorly fitted or top-dose-only effect, or effect the other way, or a change in a side signal; inactive means no such curve, though single readings can be large or run the other way; the % refers to the polarisation; further: potency means the concentration at half of the fitted maximal effect; on the % scale 0 is the no-effect control and ±100 the full control effect
# Target sequence (Q13526 whole entry, looked up): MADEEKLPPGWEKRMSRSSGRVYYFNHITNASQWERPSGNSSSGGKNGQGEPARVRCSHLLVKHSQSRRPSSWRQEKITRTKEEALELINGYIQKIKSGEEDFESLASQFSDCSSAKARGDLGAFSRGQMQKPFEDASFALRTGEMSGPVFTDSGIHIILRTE
# PI4K2A inh: PI4K2A (human) kinase inhibition | purified PI4K2A, ADP-Glo luminescence, 1 h; hits give low values | AID 1346378 | activity change, negative = inhibition, % at 76.9 µM | 0.13% of 420,000 active; in the data active means activity change below about -50%; inconclusive means mostly about -30% to -49%;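 further: -100% = wells without enzyme as full effect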
#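 Compounds are screened against recombinant PI4K2A using PI as substrate and ATP, the latter dispensed at 300 microM. Reactions run one hour at ambient temperature before ADP-Glo detection; full inhibition defined by wells lacking enzyme.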
# TrxR1 substrate: rat thioredoxin reductase 1 substrate activity; O89049; purified TrxR1 substrate turnover, NADPH consumption readout; Potency, µM (highest dose often 114 µM), for the others: at the highest dose activity change, negative = substrate turnover; 0.01% of 390,000 active; AID 588456; further: potency means the concentration at half of the fitted maximal effect; on the % scale 0 is the no-effect control and ±100 the full control effect; nearly all actives have a fitted effect of over 50% in size
#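 Rat TrxR1, dispensed at 90 nM, was prereduced with 400 uM NADPH (final) for 5 min at ~22 deg C, then incubated with compound 15 min before 400 uM selenite. A first-read NADPH fluorescence drop versus no-compound background flagged substrates.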
# TrxR1 inh: rat TrxR1 inhibition | Potency, µM (top dose mostly 114 µM), for inactives: at the highest dose activity change, negative = inhibition, actives largely listed as inhibitors | O89049 | recombinant rTrxR1, NADPH fluorescence consumption, selenite substrate | 1% of 390,000 active; further: potency means the concentration at half of the fitted maximal effect; on the % scale 0 is the no-effect control and ±100 the full control effect; nearly all actives have a fitted effect of over 65% in size
#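 Rat TrxR1 (90 nM in the dispensed reagent) was pre-reduced with 400 uM NADPH for 5 min at room temperature, then incubated with compound for 15 min. After 400 uM selenite was added, NADPH fluorescence (Ex 340/Em 450 nm) was followed for 8 min.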
# USP1 inh: blocks the human USP1/UAF1 deubiquitinase complex; O94782; Potency, µM (top dose mostly 57.1 µM), for the others: at the highest dose activity change, negative = inhibition, hits mostly inhibitors; recombinant USP1/UAF1, Ub-Rhodamine cleavage fluorescence; AID 743255; 0.23% of 390,000 active; further: potency means the concentration at half of the fitted maximal effect; on the % scale 0 is the no-effect control and ±100 the full control effect; nearly all actives have a fitted effect of over 60% in size; inactives centre near -12
#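 In this screen, compounds sit with the deubiquitinase complex (1nM) for 15 min at room temperature before Ub-Rho is added at 150nM final. Fluorescence rise is then followed for 6 reads every 60 seconds.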
# GLS inh: glutaminase GLS (human) inhibition; GLS enzymatic activity, qHTS titration; AID 624170; 0.21% of 410,000 active; Potency, µM (doses to about 45.5 µM), for inactives: at the highest dose activity change, negative = inhibition, hits mostly inhibitors; further: potency means the concentration at half of the fitted maximal effect; on the % scale 0 is the no-effect control and ±100 the full control effect
# Target sequence (O94925 whole entry, looked up): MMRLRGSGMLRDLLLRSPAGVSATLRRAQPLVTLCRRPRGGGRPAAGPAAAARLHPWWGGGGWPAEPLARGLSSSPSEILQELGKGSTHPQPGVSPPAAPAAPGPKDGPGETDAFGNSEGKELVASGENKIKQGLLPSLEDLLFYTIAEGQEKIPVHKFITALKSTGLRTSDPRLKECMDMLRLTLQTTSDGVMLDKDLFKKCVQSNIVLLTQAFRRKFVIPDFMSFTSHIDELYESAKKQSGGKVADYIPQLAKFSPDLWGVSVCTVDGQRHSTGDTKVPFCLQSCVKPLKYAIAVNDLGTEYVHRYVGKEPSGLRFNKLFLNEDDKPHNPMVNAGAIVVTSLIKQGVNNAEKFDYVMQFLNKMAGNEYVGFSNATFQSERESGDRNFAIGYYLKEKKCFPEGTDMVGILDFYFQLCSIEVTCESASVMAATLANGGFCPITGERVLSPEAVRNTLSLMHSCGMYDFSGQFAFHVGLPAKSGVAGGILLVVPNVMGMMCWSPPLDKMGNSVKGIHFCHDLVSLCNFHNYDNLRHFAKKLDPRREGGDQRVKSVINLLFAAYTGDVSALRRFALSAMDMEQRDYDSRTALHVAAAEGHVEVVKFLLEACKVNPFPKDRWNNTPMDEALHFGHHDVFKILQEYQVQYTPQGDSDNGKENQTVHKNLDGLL
#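 Human kidney-isoform GLS in 45 mM KH2PO4 pH 8.2, 0.02% Tween-20, with compound, started with 1mM L-Glutamine (added stock). Glutamate oxidase/HRP/Amplex red coupled fluorescence read at start and after 30 min at RT.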
# IDH1 R132H inh: blocks human mutant IDH1 R132H enzyme | Potency, µM (highest dose often 76.6 µM), inactives show at the highest dose activity change, negative = inhibition, hits mostly inhibitors | O75874 | IDH1-R132H enzyme, NADPH consumption, diaphorase/resazurin fluorescence | 0.093% of 390,000 active; further: potency means the concentration at half of the fitted maximal effect; on the % scale 0 is the no-effect control and ±100 the full control effect; nearly all actives have a fitted effect of over 65% in size
#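 IDH1-R132H (0.5 ug/mL dispensed) in pH 7.5 Tris buffer was preincubated 30 min with compound, then given a substrate mix of 0.016 mM NADPH and 2 mM alpha-KG for 80 min at room temperature; remaining NADPH was read by diaphorase/resazurin fluorescence.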
# PGK inhibitor: inhibitors of T. brucei phosphoglycerate kinase; Potency, µM (doses to about 57.5 µM), for the others: at the top dose activity change, negative = inhibition, most hits filed as inhibitors; AID 602233; PGK/GAPDH coupled, Kinase-Glo luminescence, 60 min; 0.043% of 380,000 active; P07378; further: potency means the concentration at half of the fitted maximal effect; on the % scale 0 is the no-effect control and ±100 the full control effect; nearly all actives have a fitted effect of over 60% in size
#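 Recombinant glycosomal PGK reaction used 1,3-bisphosphoglycerate generated in-well by GAPDH (100nM final) in 100mM TEA pH 7.6, 5mM MgCl2, 0.01% Tween-20. After 60 minutes at room temperature, ATP was read by Kinase-Glo Plus luminescence end-point.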
# HP1b binding inh: blocks HP1-beta chromodomain binding to methylated histone tails; AlphaScreen HP1-beta / biotin-H3K9me3 peptide binding; Potency, µM (series often up to 114 µM), inactives show top-dose activity change, negative = inhibition, actives largely listed as inhibitors; 0.56% of 390,000 active; AID 540317; further: potency means the concentration at half of the fitted maximal effect; nearly all actives have a fitted effect of over 70% in size; inactives centre near 23
# Target sequence (P83916 whole entry, looked up): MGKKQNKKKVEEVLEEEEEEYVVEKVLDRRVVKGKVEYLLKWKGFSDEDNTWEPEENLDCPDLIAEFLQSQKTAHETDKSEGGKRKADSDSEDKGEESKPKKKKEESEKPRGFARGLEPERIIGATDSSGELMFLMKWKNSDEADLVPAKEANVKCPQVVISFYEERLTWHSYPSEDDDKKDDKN
#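 HP1-beta protein (50 nM final) preincubated 30 min at room temperature with biotinylated H3(1-18)K9me3 peptide (50 nM) in PBS pH 7.4, 0.01% Tween-20, then compound added for 30 min. AlphaScreen streptavidin donor/nickel chelate acceptor beads (10 ug/mL final), 30 min dark, luminescence read.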
# * marks the source's active call; other numbers are inactive results; i = inactive; u = inconclusive; x = no result given; [ ] = another dose, or the depositor's remark. Unless noted, the call rests on the fitted dose curve; in most records, active means well fitted curve in the direction sought with a large enough effect; inconclusive means small, poorly fitted or top-dose-only effect, or another doubt; inactive means no such curve, though single readings can be large; an effect the other way counts as inactive or inconclusive. A portion of the library (hit frequency here may not be typical).
SMILES,Pin1 inh,PI4K2A inh,TrxR1 substrate,TrxR1 inh,USP1 inh,GLS inh,IDH1 R132H inh,PGK inhibitor,HP1b binding inh
CCOCCCNC(=O)C(NC(=O)c1ccc2c(c1)OCO2)c1ccccc1 (configuration not stated),3.8%,-7.3,8.2%[57.1 µM],26.1%[57.1 µM],-2.5%,-3.5%,2.6%,-9.0%,27.4%
COc1ccc(NC(=O)COc2cccc3c2CCN(C)C3=O)c(OC)c1,-5.4%,1.9,-6.7%,u,-17.7%,1.6%,7.0%,-6.3%,32.1%
CC(=O)NC(=S)Nc1ccc(NC(=S)NC(=O)/C=C/c2ccco2)cc1,u,u,-9.1%,-42.5%,-16.5%,-4.7%,4.0%,-4.5%,10.8%
O=c1c2ccccc2nnn1Cc1ccccc1,0.3%,14.0,4.8%,13.5%,-9.4%,-14.0%,2.5%,-3.1%,33.6%
Cc1c(C(c2cc3c(cc2Br)OCO3)c2c(C)n(C)n(-c3ccccc3)c2=O)c(=O)n(-c2ccccc2)n1C,-6.5%,5.3,-4.3%,-11.6%,-6.1%,1.4%,0.2%,-8.0%,20.5%
O=C(CNC(=O)c1ccc(Cl)cc1Cl)OCc1cn2cc(Br)ccc2n1,-10.0%,-2.1,8.2%[57.1 µM],6.0%[57.1 µM],-14.7%,2.4%,-5.1%,-0.6%,9.2%[57 µM]
COC(=O)C1=C(C)N(Cc2ccccc2)C(=NCCc2c[nH]c3ccccc23)N[C@H]1c1cccc(F)c1,3.2%,-2.4,-3.7%,18.2%,-16.7%,0.0%,-7.6%,-2.1%,-4.8%
COc1cccc(C(=O)NC(=S)N2CCN(c3ccc(C(F)(F)F)cc3[N+](=O)[O-])CC2)c1,-9.1%,1.5,-14.6%,-15.7%,-17.9%,-3.4%,0.3%,-9.8%,10.3%
CCOC(=O)c1c(-c2ccc(-c3ccccc3)cc2)csc1NC(=O)C1C2CCC(O2)C1C(=O)O (configuration not stated),x,5.9,10.6%[57.1 µM],16.8%[57.1 µM],-16.7%,1.2%,-1.6%,-4.3%,u
COc1ccc(C(=O)c2cn(CC(=O)Nc3cc(OC)cc(OC)c3)c3ccc(OC)cc3c2=O)cc1,130.5%[activator],-5.0,-7.7%,2.7%,u,-34.6%,-4.8%,-9.1%,44.7%[activator]
N#Cc1c(C(F)(F)F)cc(-c2cccs2)nc1SCC(=O)Nc1cccc(Br)c1,u,-2.2,10.9%,14.8%,-17.5%,0.4%,-23.6%,7.0%,70.9%[activator]
C=CCn1c(SCC(=O)NCC2CCCO2)nc2scc(-c3ccco3)c2c1=O (configuration not stated),12.8%,-13.4,7.4%,-38.1%,-20.8%,-3.0%,2.4%,-4.2%,-7.0%
COc1ccc(S(=O)(=O)NN=C2CCCCC2)cc1,-13.5%,4.3,3.5%,6.0%,1.5%,-5.7%,-2.0%,-1.1%,47.2%[activator]
Cc1ccc(S(=O)(=O)N(C)c2ccc(OCC(=O)Nc3cccc(-n4cnnn4)c3C)cc2)cc1,10.2%,-1.5,-4.8%,10.5%,-6.8%,-0.5%,-8.5%,1.7%,36.9%
O=C1C(C2=NC(c3ccccn3)C3C(=O)N(c4ccc(OC(F)(F)F)cc4)C(=O)C23)=C(O)c2ccccc21 (configuration not stated),2.9%,-0.4,7.7%[57.1 µM],19.5%,8.6%,-0.9%,-0.7%,0.0%,19.3%
Cc1ccc2sc(NNC(=O)c3ccc4c(c3)OCCO4)nc2c1C,9.0%,1.4,4.6%,27.5%,u,3.4%,-3.5%,-6.8%,9.2%
Cc1ccc(NC(=O)C2CCN(S(C)(=O)=O)CC2)cc1,-3.3%,-1.8,9.5%,15.6%,-14.8%,1.2%,3.4%,-2.4%,22.1%
COC(=O)[C@@H]1C[C@@H](c2ccccc2)[C@H](C)C1(C)C,-7.8%,4.4,-3.1%,0.9%,u,2.1%,6.4%,-1.5%,108.2%[activator]
CC(C)(C)c1cc(-c2ccccc2)no1,-5.3%,10.9,-3.8%,-3.2%,-24.3%,0.7%,9.4%,-6.4%,47.5%[activator]
C1CCC(Nc2nc3nonc3nc2N2CCSCC2)C1,-7.2%,1.5,-4.5%,-0.5%,-9.9%,13.8%,-9.0%,7.9%,53.4%[activator]
O=C(COc1cc2oc(=O)c3c(c2cc1Cl)CCC3)NCc1ccncc1,6.5%,-2.6,11.2%,u,-19.9%,-2.6%,5.6%,-0.1%,52.5%[activator]
Cc1cc(C)n(-c2nnc(Nc3ccc(C(C)C)cc3)c3ccccc23)n1,8.4%,-0.9,-4.8%[57.1 µM],8.8%[57.1 µM],u,-5.6%,x,x,58.9%[activator]
O=C(O)c1ccccc1OCCOc1ccccc1C(=O)O,-7.6%,-4.0,2.4%[57.1 µM],7.6%,-9.9%,-0.5%,-17.0%,-5.9%,17.7%
CCOc1ccc(S(=O)(=O)N/N=C2/CC(c3ccccc3)Oc3ccccc32)cc1 (configuration not stated),-0.1%,1.1,4.9%,14.8%,-23.1%,3.6%,1.1%,-2.1%,26.2%
CCNC(=O)N1CCCC(C(=O)c2ccc3cc(OC)ccc3c2)C1 (configuration not stated),-4.5%,3.5,46.1%[activator],9.3%,-19.8%,0.1%,4.9%,-3.3%,32.3%[57 µM]
# (list continues)
SMILES,Pin1 inh,PI4K2A inh,TrxR1 substrate,TrxR1 inh,USP1 inh,GLS inh,IDH1 R132H inh,PGK inhibitor,HP1b binding inh
CCN(CC(=O)N1CCCC1)S(=O)(=O)c1ccc2ccccc2c1,-7.6%,-2.8,9.0%,39.9%[activator],-10.1%,-8.5%,-3.9%,-15.8%,10.7%
CCOc1ccc(NS(=O)(=O)c2ccc3[nH]c(=O)c(=O)[nH]c3c2)cc1,-5.6%,-2.6,5.4%,22.3%,0.8%,1.2%,-1.0%,-8.6%,22.1%
CC(/C=C/c1cccs1)=C\C(=O)O,1.0%,0.4,-13.3%,-5.1%,-14.3%,1.8%,0.0%,-4.5%,u
Cc1ccc(S(=O)(=O)N2CCCOC2CNC(=O)C(=O)NCc2ccccc2C)cc1 (configuration not stated),-1.6%,-3.8,1.2%,12.1%,-9.8%,3.7%,5.9%,i,24.4%
O=S(=O)(NCc1ccc2c(c1)OCO2)c1c(F)cc(F)cc1Br,2.3%,9.7,u,-11.8%,-8.3%,4.0%,0.0%,0.7%,6.5%
CCOC(=O)Cn1c(SC)nc2sc3c(c2c1=O)CC(C)(C)OC3,-13.6%,-1.7,2.5%,-0.7%,-4.7%,-1.8%,-0.9%,2.6%,46.7%[activator]
COc1ccccc1CC(=O)Nc1c[nH]c(=O)[nH]c1=O,-2.5%,1.9,8.0%[57.1 µM],13.6%[57.1 µM],-5.7%,8.4%,2.5%,i,12.3%
CC1=CC(C)(C)N2C(=O)C3(SCC(=O)N3c3ccc(O)cc3)c3cc(C)cc1c32 (configuration not stated),-2.1%,7.0,-3.4%,-6.7%,-13.3%,x,2.6%,i,38.8%[activator]
Cc1ccccc1OCC(=O)N/N=C/c1c(C)nn(-c2ccccc2)c1Cl,0.6%,3.8,4.6%,11.8%,-10.0%,-2.3%,-5.0%,0.3%,28.9%
Cc1ccc(OCC(=O)Nc2ccc(-n3cnnn3)cc2)c(C)c1,10.6%,0.2,-4.8%,-0.8%,-0.9%,-16.8%,5.2%,-5.6%,38.9%[activator]
CC1CCCCC1NC(=O)CCS(=O)(=O)c1ccc2c(c1)NC(=O)CS2 (configuration not stated),-0.4%,1.5,0.1%,5.5%,-17.6%,6.0%,-0.2%,10.1%,1.9%
CCOC(=O)N1CCN(S(=O)(=O)c2cc(Br)cc3c2N(C(=O)C2CC2)CC3)CC1,38.5%[activator],-1.8,-1.1%,-10.5%,-11.9%,-2.3%,3.2%,7.2%,46.5%[activator]
COc1cc(C)c(NC(=O)C(=S)NCc2ccccc2)cc1C,-3.5%,0.5,4.7%[57.1 µM],16.8%[57.1 µM],-5.1%,-2.2%,-4.1%,-3.2%,-30.7%
Cc1onc(-c2ccccc2Cl)c1C(=O)NCc1ccccc1F,11.2%,3.2,7.3%,11.2%,-27.1%,-12.8%,-7.9%,-13.6%,42.0%[activator]
CN(C)S(=O)(=O)c1cccc(NC(=O)c2ccc(N3CCCC3=O)cc2)c1,7.4%,5.5,-8.4%,1.0%,-13.3%,-1.3%,-4.9%,-0.8%,38.7%
Cc1ccn2c(NC3CCCCC3)c(-c3cccc(-c4cccc(Cl)c4)c3)nc2c1,48.5%[activator],-5.2,44.0%[activator],69.8%[activator],-13.1%,-15.9%,-2.5%,2.5%,-5.0%
COc1ccc2nc(SCC(=O)Nc3nccs3)[nH]c2c1,-0.2%,-1.3,6.4%,26.0%,-22.1%,6.1%,-1.3%,5.8%,32.8%
CC1(C)CN(c2ccc(Br)cc2)C(=O)[C@H]1CC(=O)Nc1ccccc1,x,3.9,x,x,-20.9%,-4.4%,11.3%,-1.7%,x
C[C@H](CO)N1C[C@H](C)[C@@H](CN(C)S(=O)(=O)c2cn(C)cn2)Oc2cc(Br)ccc2S1(=O)=O,x,0.8,x,x,-15.0%,-1.4%,0.0%,i,x
c1cncc(-c2nc3c(ccc4ccccc43)[nH]2)c1,u,-1.0,35.3%,33.2%,-25.3%,16.5%,12.8%,-6.3%,-2.8%
Cn1c(SCC(=O)N2CCOCC2)nnc1-c1ccc2ncccc2c1,-3.2%,5.9,-5.2%,5.4%,2.4%,12.9%,-3.1%,-0.9%,14.4%
